# DT40 TDP1 CPT: growth inhibition of DT40 Tdp1-/-;hTDP1 cells with camptothecin (screen for TDP1 inhibitors). chicken DT40 Tdp1-/-;hTDP1 cells + 20 nM CPT, ATP luminescence, 48 h. actives 12% (n = 420,000). Potency, µM (doses to about 46.2 µM), without a hit: top-dose activity change, negative = growth inhibition, hits mostly inhibitors; further: nearly all actives have a fitted effect of over 55% in size
#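 Chicken DT40 Tdp1-/- cells complemented with human TDP1, 400 cells/well, exposed to compounds plus 20 nM camptothecin for at least 48 h at 37 C; viability read as ATP content by CellTiter-Glo luminescence.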
# TDP1 block: blocks human tyrosyl-DNA phosphodiesterase 1 | Q9NUW8 | recombinant TDP1, AlphaScreen DNA substrate cleavage | Potency, µM (highest dose often 130 µM), inactives show at the top dose activity change, negative = inhibition, hits mostly inhibitors | actives 0.28% (n = 350,000) | AID 485290; further: nearly all actives have a fitted effect of over 40% in size
# Target sequence (Q9NUW8 whole entry, looked up): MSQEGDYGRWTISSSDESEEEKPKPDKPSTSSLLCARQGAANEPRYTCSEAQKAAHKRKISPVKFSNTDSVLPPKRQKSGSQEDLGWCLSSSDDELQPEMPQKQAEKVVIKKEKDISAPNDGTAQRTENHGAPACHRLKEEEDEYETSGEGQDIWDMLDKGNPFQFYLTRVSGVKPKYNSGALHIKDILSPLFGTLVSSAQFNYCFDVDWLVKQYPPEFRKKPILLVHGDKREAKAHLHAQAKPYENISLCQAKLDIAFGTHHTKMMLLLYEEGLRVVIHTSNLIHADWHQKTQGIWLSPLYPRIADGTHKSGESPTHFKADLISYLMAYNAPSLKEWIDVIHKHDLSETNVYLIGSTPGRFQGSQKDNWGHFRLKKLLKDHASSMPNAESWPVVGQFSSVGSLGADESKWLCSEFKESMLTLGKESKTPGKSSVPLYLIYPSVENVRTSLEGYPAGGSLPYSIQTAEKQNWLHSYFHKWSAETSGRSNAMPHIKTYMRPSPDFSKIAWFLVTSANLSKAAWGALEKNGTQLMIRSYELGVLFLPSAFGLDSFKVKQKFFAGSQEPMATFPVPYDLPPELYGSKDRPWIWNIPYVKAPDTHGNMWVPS
#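 Compounds were preincubated with Tdp1 (1 nM final) for 15 min at room temperature before substrate (15 nM final) started a 5 min reaction; beads (10 ug/ml final) were then added for 10 min before AlphaScreen detection.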
# TDP1 cell noCPT: qHTS for Inhibitors of human tyrosyl-DNA phosphodiesterase 1 (TDP1): qHTS in cells in absence of CPT. DT40 Tdp1-/- hTDP1 cells, no CPT, ATP luminescence, 48 h. Potency, µM (highest dose often 46.2 µM), for inactives: at the highest dose activity change, negative = growth inhibition, usual class: inhibitors. actives 15% (n = 420,000). AID 686978, 2013; further: nearly all actives have a fitted effect of over 55% in size
#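 Compound effects on proliferation are scored in DT40 Tdp1-/-;hTDP1 cells in the absence of CPT. ATP levels (CellTiter-Glo luminescence) are recorded after a ≥48 hr, 37 °C incubation.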
# Starred values were filed as active, the others as inactive; ? = inconclusive; · = no result given; [ ] = dose if it differs, or a comment. The call rests on the fitted dose curve; in most records, active means well fitted curve in the direction sought with a large enough effect; inconclusive means small, poorly fitted or top-dose-only effect, or another doubt; inactive means no such curve, though single readings can be large; an effect the other way counts as inactive or inconclusive. On the % scale 0 is the no-effect control and ±100 the full control effect; potency means the concentration at half of the fitted maximal effect.
SMILES,DT40 TDP1 CPT,TDP1 block,TDP1 cell noCPT
Cc1ccc(NC(=O)c2ccc(Cl)cc2[N+](=O)[O-])nc1,3.26µM*,2.8%,3.26µM*
O=C(CCC1CCCN(C(=O)c2ccc3c(c2)OCO3)C1)NCc1ccc(F)c(F)c1 (centres undefined),?,6.2%,-16.1%
Cc1c(Cl)cccc1NC(=S)Nc1ccc2[nH]c(=O)[nH]c2c1,-0.2%,·,-1.3%
COC(=O)CSc1nnc(-c2ccc(S(=O)(=O)NCc3ccccc3Cl)cc2)o1,?,0.0%,?
CCc1noc(C)c1C(=O)OCC(=O)Nc1nc(-c2ccc(F)c(F)c2)cs1,?,2.7%,14.6µM*
Cc1nn(Cc2ccc(F)cc2)c(Cl)c1/C=N/NC(=O)c1cccnc1,0.3%,0.0%,-22.9%
O=C(CN1CC(=O)Oc2ccccc21)OCC(=O)c1ccc(F)cc1,?,?,?
Cc1ccc(Cn2nc(C)c(NC(=O)c3cc(-c4ccco4)on3)c2C)cc1,?,-1.0%,?
Cc1cc(=O)[nH]c(SCC(=O)N(CCC#N)c2ccccc2)c1C#N,-9.5%,0.0%,-5.1%
Cc1ccc2c(CN3CCOCC3)cc(=O)oc2c1C,9.2%,·,-2.9%
CCOC(=O)CSc1nc2c(sc(=S)n2Cc2ccco2)c(=O)n1-c1ccc(F)cc1,-22.7%,7.3%,-12.4%
NC1=NC[C@@H](Cc2ccc(O)cc2)N1CCCCC1CCCCC1,5.17µM*,1.2%,3.66µM*
c1ccc(-c2cc(CSc3nc4ccccc4[nH]3)on2)cc1,11.6µM*,7.6%,20.6µM*
Cc1cccc(N(CC(=O)N=Nc2c(O)[nH]c3ccccc23)S(C)(=O)=O)c1C,?,9.8%,?
CNC(=S)Nc1sc2c(c1C(=O)OC)CCC2,-1.2%,1.3%,?
CCCCCCCCC(c1nc2ccccc2[nH]1)N1CCN=C1c1cc2ccccc2[nH]1 (centres undefined),7.31µM*,·,6.51µM*
O=C(Cn1cnc2ccccc2c1=O)NCCC(=O)N1CCN(c2ccccc2)CC1,-14.5%,9.8%,-1.7%
CC1CCCC(NC(=O)COC(=O)c2cc(=O)[nH]c3ccccc23)C1C (centres undefined),4.3%,-0.6%,17.2%
CSc1cccc(NC(=O)Nc2ccccc2C(N)=O)c1,-28.5%,4.1%,?
O=C(CSc1ncn[nH]1)Nc1ccnc2ccccc12,?,-3.9%,?
CN1CCN(CC(=O)Nc2ccc(S(=O)(=O)N(C)C)cc2)CC1,-2.0%,·,5.3%
O=C(COC(=O)Cn1cnc2ccccc21)Nc1cccc2c1C(=O)c1ccccc1C2=O,?,1.4%,9.2µM*
COc1ccc(CNC(=O)Nc2ccc(C)c(C)c2)cc1,-4.0%,10.3%,-0.7%
CCSc1cc(N2CC(C)OC(C)C2)nc(-c2ccccc2Cl)n1 (centres undefined),?,-3.9%,?
COC(=O)Cc1c(C)c2ccc3c(c2oc1=O)CN(Cc1ccccc1OC)CO3,?,4.9%,?
SMILES,DT40 TDP1 CPT,TDP1 block,TDP1 cell noCPT
COCCCNC(=O)CSc1nc2ccccc2c(=O)n1CCCC(=O)NCC1CCCO1 (centres undefined),-4.7%,8.5%,-2.1%
CCOC(=O)c1cnc2c(OC)cccc2c1Oc1ccccc1,0.4%,·,-8.3%
O=C(CN1CCN(Cc2ccccc2)CC1)Nc1ccc(F)c(F)c1,-6.9%,7.2%,?
CCCc1cc(=O)oc2c3c(c4c(c12)OC(C)(C)C=C4)OC(C)C(C)C3O (centres undefined),8.2µM*,0.0%,6.51µM*
Cn1cc(Br)c(C(=O)n2cc(Br)cn2)n1,?,5.6%,-12.5%
CSc1ccccc1NC(=O)CN(C)C(=O)Cc1c[nH]c2ccccc12,-1.1%,2.4%,-23.6%
COc1cc(NC(=O)c2cc(C3CC3)nc3c2c(C)nn3-c2ccccc2)cc(OC)c1,?,1.1%,?
O=[N+]([O-])c1ccc(CN2CCN(Cc3c[nH]c4ccccc34)CC2)cc1,?,-3.0%,?
C=CCC[C@@H](Cc1ccc(F)cc1)C(=O)OC[C@@H](C)NC(=O)[C@@H](CC=C)CC(=O)N[C@H](CO)Cc1ccccc1,14.6µM*,1.8%,?
O=C(Nc1ccccc1N(C(=O)c1ccco1)S(=O)(=O)c1cccs1)c1ccco1,?,5.3%,?
Cc1ccc2c(c1)-c1c(cnn1CC(=O)Nc1ccccc1N1CCN(C)CC1)CO2,?,0.0%,?
O=C(COC(=O)c1ccccc1SCC(=O)N1CCCC1)NC1CCS(=O)(=O)C1 (centres undefined),-2.7%,·,1.3%
CCn1c(=S)sc2c(=O)n(CC(=O)Nc3ccccc3)c(C)nc21,?,4.7%,?
C=CCSc1nc2sc(C)c(C)c2c(=O)n1CC=C,-17.5%,-10.9%,-28.2%
Cc1c(OCc2ccccc2)c(=O)ccn1Cc1ccccc1,-23.2%,5.2%,-21.2%
COc1ccc(-c2nnc(SCC(=O)Nc3cccc(Cl)c3)o2)cc1,-25.7%,-3.1%,-3.6%
CC(C)C1Oc2ccccc2N(CC(=O)N(C)C2CCCCC2)C1=O (centres undefined),?,·,?
OCC[C@@H]1C[C@@H](O)[C@H](O)[C@@]2(CCCCO2)O1,-1.5%,·,-21.3%
COc1ccc(/C=C/C(=O)OCCNC(=O)c2ccncc2)cc1OC,12.0%,2.6%,-29.4%
COc1ccc(NC(=O)NNC(=O)c2cc3ccccc3cc2O)cc1,7.6%,-0.4%,18.1%
Cc1cc(C)c(NC(=O)Nc2ccccc2)c(C)n1,-3.9%,0.6%,9.8%
Cc1cc(C)cc(NS(=O)(=O)c2ccc3[nH]c(=O)ccc3c2)c1,?,·,?
Cc1occc1C(=O)Nc1cc(C(F)(F)F)ccc1Cl,2.8%,2.2%,1.4%
CN1/C(=C\C(=O)COC(=O)c2ccc(O)cc2)C(C)(C)c2ccccc21,14.6µM*,3.7%,16.4µM*
Cc1ccc(Cl)cc1N1CCN(Cc2cc3c(cc2O)CCC3)CC1,-3.9%,4.7%,2.3%
SMILES,DT40 TDP1 CPT,TDP1 block,TDP1 cell noCPT
O=CNC(=O)c1ccccc1C(=O)O,-9.0%,2.2%,-8.9%
CN(C)CCCCOc1ccc(Br)cc1Cl,?,?,?
COc1ccc(S(=O)(=O)N2CCNCC2)cc1OC,-18.4%,0.6%,-3.5%
CCOc1ccc(C2C(=O)N(C3CCCCC3)CC(=O)N2Cc2ccc(F)cc2)cc1OC (centres undefined),?,13.0%,-22.8%
CCCc1cc(=O)[nH]c(SCC(=O)c2cc(C)n(C3CC3)c2C)n1,3.8%,4.8%,-18.0%
Cc1cc(-c2ccc(S(=O)(=O)N3CCN(c4cccc(C)c4C)CC3)s2)on1,?,-3.6%,?
CCC(=O)N1CCc2cc(S(=O)(=O)N3CCN(C(=O)c4ccco4)CC3)ccc21,-23.6%,6.1%,?
Cc1ccc2[nH]c3c(c2c1)CCCC3NCCO (centres undefined),-24.5%,·,?
Cc1nc(C(C)NC(=O)c2cc(COc3ccc(F)c(F)c3)on2)cs1 (centres undefined),?,0.1%,?
COc1ccccc1NC(=O)/C(=C\c1cccnc1)NC(=O)c1ccccc1,-1.3%,2.5%,-11.4%
O=S(=O)(c1ccc(Cl)cc1)N1CCN(C(=S)NCC2CCCO2)CC1 (centres undefined),?,0.2%,-26.9%
Cc1cccc(Nc2nnc(-c3ccc(C)c(S(=O)(=O)N4CCCCC4)c3)c3ccccc23)c1,?,-2.2%[12.3 µM],?
Cc1ccc(C(=O)N(C)CC(=O)Nc2ccc(N3CCOCC3)cc2)s1,-16.1%,-10.9%,-8.3%
O=C(NCc1ccccc1)C1=C[C@@H](c2csc3ccccc23)C[C@@H](OCCCCO)O1,1.64µM*,6.4%,1.64µM*
CCC[C@H]1CN(c2ccc(Br)cc2)C(=O)[C@@H]1CC(=O)NC,-17.0%,·,?
CCCCn1c(=O)[nH]c2ccccc21,3.5%,2.9%,2.9%
Cc1ccc(S(=O)(=O)N2CCC(=O)N(C(COCc3ccc(C(F)(F)F)cc3)Cc3ccccc3)CC2)cc1 (centres undefined),9.2µM*,3.9%,18.4µM*
C=CCC(NCc1ccco1)c1ccc(OC)c(OC)c1 (centres undefined),-11.1%,3.3%,-15.1%
CCOc1ccccc1OCCCC(=O)N(C)CC(=O)Nc1cc(C)ccc1C,-10.0%,1.2%,?
COc1ccc(C(O)c2nc(-c3ccoc3)cs2)cc1 (centres undefined),-24.7%,·,?
CC1=C(C(=O)N2CCOCC2)CC(CC(=O)NCCCCc2ccccc2)C(=O)N1CCCN1CCCC1=O (centres undefined),-11.2%,·,-14.0%
O=C1NC[C@H](Cc2ccc(O)cc2)N(C[C@@H]2CCCN2C[C@H](Cc2ccccc2)N2C[C@H](Cc3ccccc3)N(CC3CCCCCC3)C(=O)C2=O)C1=O,?,·,?
COc1ccc(-c2cc(C(=O)NCCc3ccccc3)c3c(-c4ccccc4)[nH]nc3n2)cc1,?,2.6%,?
Cc1ccnc(NC(=O)c2ccc([N+](=O)[O-])o2)c1,20.6µM*,-6.6%,?
COC(=O)CC1Oc2ccc(Cl)cc2-n2cc(-c3ccc(F)cc3)nc21 (centres undefined),-14.3%,-0.6%,-18.0%

# Laid out differently: 3 of the compounds above.
# Value order – DT40 TDP1 CPT | TDP1 block | TDP1 cell noCPT
> CCC(=O)N1CCc2cc(S(=O)(=O)N3CCN(C(=O)c4ccco4)CC3)ccc21
  -23.6% | 6.1% | ?
> Cc1ccc2[nH]c3c(c2c1)CCCC3NCCO (centres undefined)
  -24.5% | · | ?
> Cc1nc(C(C)NC(=O)c2cc(COc3ccc(F)c(F)c3)on2)cs1 (centres undefined)
  ? | 0.1% | ?

# (list continues)
SMILES,DT40 TDP1 CPT,TDP1 block,TDP1 cell noCPT
Cc1ccc(-n2nc3c(N4CCC(C(=O)N5CCCCCC5)CC4)nnc(C)c3c2C)cc1,7.31µM*,0.8%,5.8µM*
O=C1CC(c2ccccc2)c2c(n3ncnc3[nH]c2=O)N1 (centres undefined),-2.4%,4.7%,2.9%
O=C(c1csnn1)N1CCC2(CC1)CCN(c1ncccn1)CC2,6.2%,·,?
Cc1cc2ccccc2n1CCC(=O)O,10.1%,2.5%,7.9%
O=C(CN1C(=O)CSc2ccccc21)N/N=C/c1ccco1,3.4%,·,16.7%
Cc1c([N+](=O)[O-])c([N+](=O)[O-])nn1CC(=O)NCCc1ccccc1,-2.8%,3.4%,6.9%
Cc1ccccc1CN1CCN(S(=O)(=O)c2ccc(F)cc2)CC1,?,·,?
CN(C)S(=O)(=O)N1CCN(c2ccc([N+](=O)[O-])c(N3CCOCC3)c2)CC1,?,0.0%,?
Cc1ccc(C)c(CN2C(=O)c3ccccc3S(=O)(=O)c3ccc(C(=O)N4CCN(c5ccccc5F)CC4)cc32)c1,-2.5%,1.2%,-17.2%
CCCCNS(=O)(=O)c1ccc(NC(=O)c2cccs2)cc1,?,2.6%,?
O=C(Nc1nc2ccccc2[nH]1)c1ccc([N+](=O)[O-])cc1,-1.2%,2.6%,-0.5%
Cc1cccc(N(CC(=O)NC(C)C)C(=O)CCC(=O)Nc2nccs2)c1,2.2%,2.0%,4.0%
O=C(c1ccc(S(=O)(=O)Nc2ccc(F)cc2)cc1)N1CCN(C(=O)c2ccco2)CC1,13µM*,-3.0%,11.6µM*
COc1ccccc1OC1OC2COC(c3ccco3)OC2C(O)C1NC(C)=O (centres undefined),16.7%,0.0%,?
COc1ccc(NS(=O)(=O)c2cc3c4c(c2)C(C)C(=O)N4CCC3)cc1 (centres undefined),-26.3%,3.0%,-3.8%
CCc1ccc2[nH]c3nc(N/N=C/c4cccc(O)c4)nnc3c2c1,-2.3%,·,-0.5%
CC(C)CNC(=S)N1CCC(C(=O)c2ccc(F)cc2)CC1,?,·,?

# Complete entries, looked up by structure:
# Cc1cccc(N(CC(=O)NC(C)C)C(=O)CCC(=O)Nc2nccs2)c1 reads DT40 TDP1 CPT = 2.2%; TDP1 block = 2.0%; TDP1 cell noCPT = 4.0%
# O=C(c1csnn1)N1CCC2(CC1)CCN(c1ncccn1)CC2 reads DT40 TDP1 CPT = 6.2%; TDP1 block = ·; TDP1 cell noCPT = ?
# Cc1ccc(-n2nc3c(N4CCC(C(=O)N5CCCCCC5)CC4)nnc(C)c3c2C)cc1 reads DT40 TDP1 CPT = 7.31µM*; TDP1 block = 0.8%; TDP1 cell noCPT = 5.8µM*

# Just TDP1 cell noCPT, for two of the compounds above:
Structure	TDP1 cell noCPT
O=C1CC(c2ccccc2)c2c(n3ncnc3[nH]c2=O)N1 (centres undefined)	2.9%
O=C(c1csnn1)N1CCC2(CC1)CCN(c1ncccn1)CC2	?

# High-throughput results as filed in PubChem.
